# PAFAH1B3 inh: PAFAH1B3 enzyme inhibitors, primary screen, biochemical, fluorescence polarization, human. Platelet-activating factor acetylhydrolase IB subunit alpha1 (Homo sapiens), Q15102. recombinant PAFAH1B3, FP-rhodamine probe. inhibition, % at 3.39 µM. hit rate 0.28% among 340,000. AID 492972, 2010;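 active = inhibition above the screen-wide average of all tested compounds plus 3 SD, cut at about 25% in these data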;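 note: 0% = enzyme with DMSO only and 100% = wells lacking PAFAH1B3 protein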
# Target sequence (Q15102 whole entry, looked up): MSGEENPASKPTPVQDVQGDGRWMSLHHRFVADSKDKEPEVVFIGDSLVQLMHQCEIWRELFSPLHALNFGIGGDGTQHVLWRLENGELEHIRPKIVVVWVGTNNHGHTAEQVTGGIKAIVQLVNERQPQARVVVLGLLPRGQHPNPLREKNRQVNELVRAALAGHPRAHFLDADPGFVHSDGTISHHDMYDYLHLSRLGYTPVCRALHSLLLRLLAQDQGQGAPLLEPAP
# PAFAH1B2 FP inh: PAFAH1B2 enzyme inhibitors, primary screen, biochemical, fluorescence polarization, human. Platelet-activating factor acetylhydrolase IB subunit alpha2 (Homo sapiens), P68402. recombinant PAFAH1B2, FP-rhodamine activity probe. inhibition, % at 3.39 µM. hit rate 1.2% among 340,000. AID 492953, 2010;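 active = inhibition above the mean of all tested compounds plus 3 SD, cut at about 24% in these data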;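 note: 0% = enzyme with DMSO and 100% = wells lacking PAFAH1B2; many of its hits are not listed in these tables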
# Target sequence (P68402 whole entry, looked up): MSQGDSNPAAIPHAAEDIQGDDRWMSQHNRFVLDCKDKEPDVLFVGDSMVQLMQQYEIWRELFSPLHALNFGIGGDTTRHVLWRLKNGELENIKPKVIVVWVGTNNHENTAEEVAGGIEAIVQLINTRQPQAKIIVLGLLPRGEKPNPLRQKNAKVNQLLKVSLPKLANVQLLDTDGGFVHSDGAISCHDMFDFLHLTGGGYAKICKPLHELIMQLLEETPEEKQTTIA
# PAFAH2 FP inh: PAFAH2 enzyme inhibitors, primary screen, biochemical, fluorescence polarization, human. recombinant PAFAH2, FP-rhodamine activity probe. inhibition, % at 3.39 µM. hit rate 0.99% among 340,000. AID 492956, 2010;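 active = inhibition above the mean over all tested compounds plus 3 SD, cut at about 30% in these data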;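 note: inhibitors block probe labeling of enzyme so polarization drops; 0% = enzyme with DMSO and 100% = wells lacking PAFAH2 protein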
# LYPLA1 inh: LYPLA1 inhibitors, primary screen, counter-screen for PME1 inhibitor project, biochemical, fluorescence polarization, FP-Rh probe ABPP; Acyl-protein thioesterase 1 (Homo sapiens), O75608; inhibition, % at 5.9 µM; hit rate 0.16% among 320,000; recombinant LYPLA1;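 active = inhibition above the mean of all tested compounds plus 3 SD, set per campaign, cut at about 14% in these data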;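 note: inhibitors block serine hydrolase probe labeling of LYPLA1 so polarization falls; 0% = enzyme with DMSO and 100% = wells lacking LYPLA1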
# Target sequence (O75608 whole entry, looked up): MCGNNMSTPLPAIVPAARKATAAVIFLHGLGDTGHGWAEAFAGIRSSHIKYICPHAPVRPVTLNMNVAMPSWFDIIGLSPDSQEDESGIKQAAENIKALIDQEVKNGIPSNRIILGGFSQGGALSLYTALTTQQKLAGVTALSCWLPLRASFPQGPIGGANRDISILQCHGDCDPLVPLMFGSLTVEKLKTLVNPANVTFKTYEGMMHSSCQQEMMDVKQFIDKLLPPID
# Fam108B inh: mouse Fam108B serine hydrolase inhibitors, primary screen, counter-screen for RBBP9 inhibitor project, biochemical, fluorescence polarization; recombinant Fam108B, FP-Rh probe fluorescence polarization; inhibition, % at 9.51 µM; hit rate 0.33% among 300,000; AID 1947, 2009;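 active = inhibition above the screen mean inhibition plus 3 SD, computed separately per campaign, cut at about 18% in these data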;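 note: inhibitors lower polarization as less probe binds the enzyme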
# PME-1 inh: PME-1 inhibitors via competitive probe labeling, primary screen, biochemical, fluorescence polarization, FP-Rh probe, HTS | hit rate 0.53% among 320,000 | inhibition, % at 5.9 µM | recombinant PME-1 | Protein phosphatase methylesterase 1 (Homo sapiens), Q9Y570 | AID 2130, 2009;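 active = inhibition above the campaign mean of all compounds plus 3 SD, cut at about 26% in these data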;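 note: competitive labeling of PME-1 active site by serine hydrolase directed probe; 0% = PME-1 with DMSO and 100% = wells lacking PME-1 enzyme; inhibitors block probe labeling so polarization falls and inhibition rises; many of its hits are not listed in these tables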
# pPAFAH inh: pPAFAH enzyme inhibitors, primary screen, biochemical, fluorescence polarization, human; Platelet-activating factor acetylhydrolase (Homo sapiens), Q13093; recombinant pPAFAH, FP-rhodamine probe fluorescence polarization; inhibition, % at 3.39 µM; hit rate 1.5% among 330,000; AID 463082, 2010;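 active = inhibition above the mean inhibition across the screen plus 3 SD, cut at about 25% in these data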;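 note: inhibitors block binding of the rhodamine activity-based probe so polarization drops; 0% = enzyme with DMSO and 100% = wells lacking pPAFAH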
# PAD4 FP inh: human PAD4 inhibitors, primary screen, biochemical, fluorescence polarization, 1536-well format. Protein-arginine deiminase type-4 (Homo sapiens), Q9UM07. recombinant PAD4, RCA probe fluorescence polarization. hit rate 0.41% among 330,000. AID 485272, 2010. inhibition, % at 6.36 µM;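 active = percent inhibition above a cutoff equal to the mean of all tested compounds plus 3 SD, cut at about 15% in these data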;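 note: 0% = PAD4 with RCA probe and DMSO and 100% = probe without PAD4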
# GSTO1 counter: inhibitors of recombinant GSTO1, primary screen, counter-screen for RBBP9 inhibitor project, biochemical, fluorescence polarization; Glutathione S-transferase omega-1 (Homo sapiens), P78417; activity-based probe fluorescence polarization; inhibition, % at 5.96 µM; hit rate 1.1% among 300,000; AID 1974, 2009;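 active = inhibition above the campaign mean inhibition plus 3 SD, cut at about 35% in these data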;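 note: 0% = GSTO1-1 with DMSO and 100% = wells lacking GSTO1-1 enzyme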
# Target sequence (P78417 whole entry, looked up): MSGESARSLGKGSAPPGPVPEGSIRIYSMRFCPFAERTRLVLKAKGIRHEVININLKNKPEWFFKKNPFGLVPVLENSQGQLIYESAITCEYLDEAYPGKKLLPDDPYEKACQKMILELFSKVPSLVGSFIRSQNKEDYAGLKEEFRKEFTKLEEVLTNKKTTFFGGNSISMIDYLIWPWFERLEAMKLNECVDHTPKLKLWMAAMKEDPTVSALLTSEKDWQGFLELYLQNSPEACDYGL
# Starred values were filed as active, the others as inactive; · = no result given. Only part of the results is shown; count on the stated rates, not on these rows.
Structure	LYPLA1 inh	PAFAH1B2 FP inh	PAD4 FP inh	pPAFAH inh	Fam108B inh	PME-1 inh	GSTO1 counter	PAFAH1B3 inh	PAFAH2 FP inh
Cc1ccc(N=C(N)N=C(N)N)cc1	2	4	-1	-6	0	-2	-4	5	2
COc1ccc(C2=NN(C(C)=O)C(c3ccccc3)C2)cc1 (centres undefined)	0	-3	3	6	0	-5	-6	0	2
COC(=O)c1ccccc1NC(=O)CCCN1C(=O)C(c2ccccc2)Oc2cccnc21 (centres undefined)	3	1	-6	3	-3	7	0	-1	-3
OC(CN1CCOCC1)C12CC3CC(CC(C3)C1)C2 (centres undefined)	-1	13	1	6	0	0	0	8	1
O=C(C1CCCN(S(=O)(=O)c2ccc(F)cc2)C1)N(Cc1cccs1)C1CC1 (centres undefined)	-2	13	-3	9	-4	4	8	12	6
COc1ccc(/C(N)=N/OC(=O)c2ccc(OC)c([N+](=O)[O-])c2)cc1OC	6	0	-1	1	0	1	4	2	7
N#CC1=C(N)NC(SCC(=O)Nc2ccc(Br)cc2)=C(C#N)C12CCCCC2	-10	13	-4	8	-4	8	-28	7	4
CCN1CCN(CCOc2ccc(Br)cc2C)CC1	0	-2	1	8	4	-4	6	8	4
Cc1ccc(S(=O)(=O)NCCC2(C(C)C)CCOC(C)(C)C2)cc1 (centres undefined)	-1	17	-1	6	4	-6	5	7	3
O=C(CSCc1ccccc1)Nc1ccc(Cl)cn1	-4	11	0	4	-1	-10	1	6	6
CC(c1ccccc1)N1C(=O)CC(Sc2ncccc2C(=O)O)C1=O (centres undefined)	0	5	-5	4	0	1	1	6	1
COc1ccc(OCc2nnc(SCC(=O)N3CCCc4ccccc43)n2-c2ccc(C)cc2)cc1	-2	1	3	10	-5	-1	-2	6	-11
CC(C)C(C(=O)Nc1ccc2c(c1)OCCO2)N1C(=O)c2ccccc2C1=O (centres undefined)	-2	1	-3	2	-1	8	-1	7	-8
CCCSc1nc(N2CCOCC2)c2c(c1C#N)CC(C)(C)SC2	1	-3	-3	-3	0	7	-7	8	-2
CCOc1cc(C(=O)Nc2cc(F)ccc2C)ccc1OCC(=O)N1CCOCC1	-1	3	-1	3	·	-4	·	0	-4
CC(C)(C)C(=O)Nc1cccc(S(=O)(=O)NC2=NCCC2)c1	3	6	-8	1	-2	7	5	2	-2
CCCC(=O)Nc1ccc(-c2csc(NNC(C)=O)n2)cc1	8	6	-2	3	0	-2	9	2	-9
O=C(CSCc1ccc(Cl)cc1)Nc1ccccc1O	-2	20	-7	14	-1	-15	4	1	10
O=c1ccn(CCCBr)c(=O)[nH]1	4	1	3	3	1	3	0	13	1
COc1cc(CO)cc(Br)c1OCC(=O)Nc1cccc2ccccc12	-6	2	0	8	3	1	-10	5	-2
COC(=O)c1cc(OC)c(OC)cc1NC(=O)CSc1nnnn1Cc1ccccc1	-1	-1	0	1	-4	3	-8	4	4
O=C(NCCN1CCNC1=O)C1CCC(=O)N(Cc2cccc(C(F)(F)F)c2)C1 (centres undefined)	-4	0	0	-9	1	-4	5	3	5
COc1ccc(/C=C(\C#N)C(=O)NCC(c2ccc(F)cc2)N2CCOCC2)cc1 (centres undefined)	2	4	2	2	0	-1	2	2	-2
CCOc1ccccc1NC(=O)COC(=O)/C=C/c1ccc(OC)c(OC)c1	-5	1	-8	1	2	-1	10	-3	28
CC(C(=O)O)c1ccc(C(=O)c2ccccc2)s1 (centres undefined)	0	-2	-5	5	1	-4	2	2	-1
Cn1cnc([N+](=O)[O-])c1C(=O)Nc1cccc([N+](=O)[O-])c1	2	2	3	6	3	4	-1	2	4
CC(=O)Nc1ccc(S(=O)(=O)Oc2ccc(/C=N/N=C3/NC(=O)C(CC(=O)O)S3)cc2)cc1 (centres undefined)	-2	·	-5	1	1	-4	-4	·	·
O=C(O)c1nsc(Cl)c1Cl	2	3	2	5	-3	-6	-8	-3	-4
COc1cccc(CN2CC(C(=O)NCc3cccc(N4CCCC4)c3)CCC2=O)c1 (centres undefined)	6	-1	4	19	2	2	4	8	9
COc1ccc2c(c1)c(=O)c(C(=O)c1ccccc1)cn2Cc1ccccc1	4	5	3	-1	-1	13	-1	11	2
COc1cc(C(=O)N2CCCN(c3nc4cc(C)ccc4cc3C#N)CC2)cc(OC)c1OC	5	·	9	2	1	2	10	·	·
CN(C)CCCO[C@@H]1[C@H]2OC(C)(C)O[C@H]2O[C@@H]1[C@H](O)CO	2	-1	-2	-2	4	-3	2	9	-4
O=c1oc2ccc3ccccc3c2cc1-c1nnc(-c2ccccc2)o1	1	0	-1	4	-1	6	7	-1	-5
CC1CN(S(=O)(=O)c2ccc(C(=O)N3c4ccccc4CC3C)cc2)CC(C)O1 (centres undefined)	-1	3	3	-4	·	-1	·	-4	3
COc1cc(C(=O)Nc2cccc(-c3nc4ncccc4o3)c2C)cc(OC)c1OC	-1	1	-2	-5	-3	-4	4	3	-7
S=C(Nc1ccccc1)Nc1ccc(OCc2ccc(Cl)cc2Cl)cc1	2	2	-3	1	4	7	4	0	0
CCN1CCN(c2ccc(NC(=O)c3ccco3)cc2)CC1	-3	-2	0	-8	5	0	-1	-2	-7
COc1ccc(/C(C)=N/NC(=S)NCCc2ccccc2)cc1	-3	-1	4	5	-2	2	1	2	6
COc1ccccc1CNc1ccc2c(c1)CCC2	0	5	0	6	2	2	8	5	7
O=C(Nc1ccc(S(=O)(=O)Nc2nccs2)cc1)c1cc(-c2ccccc2Cl)nc2ccccc12	-2	3	-3	25*	12	0	-8	10	-2
COc1cccc2cc(C(=O)N3CCN(c4ccccc4F)CC3)c(=O)oc12	-1	4	-2	-1	2	3	2	4	-8
CC1CC(C)CN(CCOc2cccc3ccccc23)C1 (centres undefined)	-6	-1	-2	1	2	5	2	7	6
C/C(=C\c1ccccc1F)C1Nc2cccc3cccc(c23)N1	-10	8	-12	10	·	18	·	24	9
COc1cc(CN2CCC(C(=O)N3CCN(c4ccccc4F)CC3)CC2)cc(OC)c1O	-3	0	-3	1	10	4	8	5	-13
COC(=O)C(Oc1ccc2c(-c3ccc(OC)cc3)cc(=O)oc2c1)c1ccccc1 (centres undefined)	1	3	-2	1	-2	9	-13	-1	-5
O=C1NC(=O)/C(=C/c2cccc([N+](=O)[O-])c2)N1	-5	-4	-4	2	-1	-9	2	10	7
Cc1noc(NS(=O)(=O)c2ccc(NC(=O)c3ccc(Br)o3)cc2)c1C	5	3	-5	2	3	-2	1	5	2
Cc1cccc(CSc2nnc3c(n2)[nH]c2ccccc23)c1	-1	1	0	1	-3	-2	7	-1	-5
COc1ccc2[nH]c(CN3CCN(CC(C)C)C(CCO)C3)c(C)c2c1 (centres undefined)	-2	0	-3	2	0	-1	3	-1	-15
CN(CCCNC(=O)c1cccc(N2CCCC2=O)c1)c1ccccc1	2	8	-1	8	2	-3	1	0	7
O=C(N/N=C/c1ccc2cccnc2c1)c1nc2ccccc2c(=O)[nH]1	3	5	-2	2	-1	5	7	7	7
O=C(O)CCCNC(=O)/C(=C\c1ccc(Cl)cc1)NC(=O)c1ccccc1Br	-3	1	1	-2	-4	-5	-3	1	-3
O=C(O)c1cccnc1C(=O)c1ccccc1	2	5	-1	0	3	1	-1	-3	2
Cc1ccc(NC(=O)COC(=O)CN2C(=O)NC3(CCCC3)C2=O)cc1F	4	-1	0	4	·	3	·	7	-11
COC(=O)C1C(c2ccccc2)C=CC(c2ccccc2)C1C(=O)O (centres undefined)	-2	8	2	5	-1	-5	-7	1	-3
CCOc1ccccc1N(CC(=O)NC1CCCCC1)C(=O)CCC(=O)Nc1cc(C)ccn1	-10	0	-2	2	4	5	7	3	3
Cc1ccc(S(=O)(=O)NCc2ccccc2)cc1C(=O)NC1CCCCC1	2	0	0	8	-4	-6	-2	10	-1
COc1cccc(C(=O)Nc2cccc(-c3ccc4nncn4n3)c2)c1OC	-2	0	1	0	2	6	-3	1	2
CCOc1ccc(N=Cc2c(C)[nH]n(-c3nc4ccccc4[nH]3)c2=O)cc1	4	5	1	6	-2	1	2	5	-3
COc1ccc(Nc2ncc3c(n2)CC(c2ccc(OC)cc2)CC3=O)cc1 (centres undefined)	6	7	-5	4	4	5	-3	-1	1

# Following part.
Structure	LYPLA1 inh	PAFAH1B2 FP inh	PAD4 FP inh	pPAFAH inh	Fam108B inh	PME-1 inh	GSTO1 counter	PAFAH1B3 inh	PAFAH2 FP inh
CCOC(=O)C1CCN(S(=O)(=O)c2ccc(CC)cc2)CC1	7	2	-8	3	-1	-3	1	2	2
O=C(O)/C(=C\c1ccc(C(F)(F)F)cc1)c1ccc(S(=O)(=O)N2CCCC2)s1	0	4	3	4	·	-7	·	3	8
c1ccc(CN2CCC3(CCCc4ccccc43)CC2)cc1	-2	-7	-3	5	-3	-4	-4	-10	-7
CCN1/C(=C\C=C2\C(=O)N(C)C(=S)N2C)Sc2ccccc21	-11	-19	-25	-4	-32	-26	-18	-27	-58
CN(/N=C/C=C/c1ccccc1)c1cc(=O)n(C)c(=O)[nH]1	0	2	-6	3	-1	-3	4	-2	2
c1ccc(OCCCCn2cnc3ccccc32)cc1	-4	5	-1	-4	2	6	-4	6	1
COc1cc2c(c(OC)c1)C(c1ccncc1)CC(=O)N2 (centres undefined)	5	2	2	1	3	2	2	6	1
COc1ccc(C2C(C(=O)N3CCCC3)c3cc(OC)c(OC)cc3C(=O)N2C)cc1OC (centres undefined)	2	4	-3	9	5	2	9	9	-4
Cc1ccc(S(=O)(=O)Nc2nc(C)c(C(=O)NN)s2)cc1	-1	1	5	21	9	-3	0	4	-6
Cc1cc(C)c(C#N)c(SCc2nnc(-c3ccccc3[N+](=O)[O-])o2)n1	-1	-3	-2	10	-1	15	16	2	7
CC(=O)c1cccc(CN2CCC(n3nccc3NC(=O)c3ccc4c(c3)OCO4)CC2)c1	-1	-1	1	4	1	1	7	6	0
COc1cc2cc(CN(Cc3cccnc3)C(=O)Nc3ccccc3F)c(=O)[nH]c2cc1OC	-1	-5	-1	3	1	1	6	10	-6
O=C(c1ccc(COc2ccccc2Br)o1)N1CCN(c2ccccn2)CC1	-1	1	-3	14	-2	-1	7	3	14
NCCCC[C@@H]1NC(=O)c2cc([N+](=O)[O-])cc(F)c2NCCCC[C@@H](C(N)=O)NC(=O)[C@H](CCC(N)=O)NC1=O	1	-2	-7	-3	2	-1	2	0	-2
C[C@@H]1C(=O)O[C@H]2[C@H]1CC[C@@]1(C)C(=O)C=C[C@@](C)(O)[C@H]21	6	-2	-3	5	3	2	2	2	3
CC1CCN(C2=NC(=O)/C(=C/c3cccc(O)c3)S2)CC1	2	1	-1	8	0	2	1	3	0
COCCNC(=O)C(=O)Nc1cccc(Br)c1	4	3	1	3	2	1	4	-5	-4

# Bioassay records as filed in PubChem.
